High-throughput results (PubChem BioAssay)
CD11b adhes enh: enhancers of human CD11b/CD18 binding to fibrinogen. P05107+P11215. K562 CD11b/CD18 adhesion to fibrinogen, ATPlite luminescence. activation, % at 10 µM. 0.07% of 93,000 active. AID 1499;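 active = 10 µM primary screen giving 50% or more activity, confirmed by 40% or more on retest at that dose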; also: strong numbers were not always called active; reference of the scale not given here
MT1-MMP txn act: MT1-MMP promoter transcription activation; HT1080 MT1-MMP promoter luciferase reporter, luminescence, overnight; stronger effect = higher value; activation factor at 10 µM; 0.16% of 86,000 active;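 active = activation factor of at least 2 for MT1-MMP transcription at 10 µM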
* marks the source's active call; other numbers are inactive results. These rows are one share of the data, so the mix of outcomes need not match the whole.

Under each structure: CD11b adhes enh | MT1-MMP txn act
#1 COc1ccc(C2c3sc(=O)[nH]c3SC3C(=O)N(c4ccccc4)C(=O)C32)cc1 (configuration not stated)
→ -1 | 1.1
#2 CC(C(=O)Nc1ccccc1F)N1C(=O)c2ccccc2C1=O (configuration not stated)
→ -3 | 1.1
#3 Cc1ccc(CNC(=O)CCS(=O)(=O)c2ccc(Br)s2)o1
→ 10 | 1
#4 COc1cc(N2C(=O)NC3CC2(C)Oc2ccccc23)cc(OC)c1OC (configuration not stated)
→ 0 | 1.1
#5 O=C(N1CCOCC1)n1nnc2ccccc21
→ 4 | 0.9
#6 CC(C)CCNc1nc2c(c(=O)[nH]c(=O)n2C)n1CC(O)COC(C)C (configuration not stated)
→ -1 | 1.1
#7 CCc1ccc2[nH]cc(C(=O)N3CCCCCC3)c(=O)c2c1
→ 12 | 1.1
#8 CCCSc1nnc2c(n1)OC(c1cccn1C)N(C(C)=O)c1ccccc1-2 (configuration not stated)
→ 4 | 1
#9 C=CCc1cccc(/C=N/n2cnnc2)c1O
→ 3 | 0.9
#10 Oc1cnn(-c2ccccc2)c1
→ -6 | 1.3

Sorted by count of non-hydrogen atoms (largest number first): part of the list above.
Under each structure: CD11b adhes enh | MT1-MMP txn act
#4 COc1cc(N2C(=O)NC3CC2(C)Oc2ccccc23)cc(OC)c1OC (configuration not stated)
→ 0 | 1.1
#2 CC(C(=O)Nc1ccccc1F)N1C(=O)c2ccccc2C1=O (configuration not stated)
→ -3 | 1.1
#5 O=C(N1CCOCC1)n1nnc2ccccc21
→ 4 | 0.9

Next records follow.
Under each structure: CD11b adhes enh | MT1-MMP txn act
#11 Cc1ccc(OCc2nnc(SCC(=O)c3ccccc3)n2Cc2ccco2)cc1
→ -5 | 1.2
#12 Cc1ccc2[nH]c(=O)c(N3CCOCC3)c(-c3ccccc3)c2c1
→ 1 | 1
#13 CC(C)c1[nH]nc2c1C(c1ccc(OC(=O)c3ccco3)cc1)C(C#N)=C(N)O2 (configuration not stated)
→ 2 | 1.1
#14 Cn1c(=O)c2c(ncn2CC(=O)N2CCCc3ccccc32)n(C)c1=O
→ 1 | 1
#15 O=C(Nc1ccccc1C(=O)N1CCCCC1)c1cccc(S(=O)(=O)N2CCOCC2)c1
→ -3 | 1
#16 CCOc1cc(NC(=O)c2ccco2)c(OCC)cc1NC(=O)CCC(=O)NCc1cccnc1
→ 4 | 1

Profiles as entered above. Order of values: CD11b adhes enh, MT1-MMP txn act
Results for `Cn1c(=O)c2c(ncn2CC(=O)N2CCCc3ccccc32)n(C)c1=O` → 1, 1
Results for `CC(C)c1[nH]nc2c1C(c1ccc(OC(=O)c3ccco3)cc1)C(C#N)=C(N)O2` (configuration not stated) → 2, 1.1
Results for `O=C(Nc1ccccc1C(=O)N1CCCCC1)c1cccc(S(=O)(=O)N2CCOCC2)c1` → -3, 1
Results for `Cc1ccc(OCc2nnc(SCC(=O)c3ccccc3)n2Cc2ccco2)cc1` → -5, 1.2
Results for `CCOc1cc(NC(=O)c2ccco2)c(OCC)cc1NC(=O)CCC(=O)NCc1cccnc1` → 4, 1
